# PrPC surface inh = inhibitors of human cell surface prion protein PrPC, primary screen, cell-based, TR-FRET; Major prion protein (Homo sapiens), P04156; TR-FRET read-out; inhibition, % at 13.8 µM; 370,000 tested, 0.43% active; in the data active means inhibition above about 24%; further: 0% = median of the test wells and 100% = reference compound wells
# CCHFV vOTU inh = CCHFV vOTU protease inhibitors, primary screen, biochemical, Pep-AMC substrate, fluorescence. inhibition, % at 11.5 µM. AID 651958, 2012. 370,000 tested, 0.55% active. Crimean-Congo hemorrhagic fever virus L polyprotein viral ovarian tumor (vOTU) protease …; further: 0% = vehicle wells with enzyme and 100% = no enzyme wells
# Mtb BioA inh = M. tuberculosis BioA enzyme inhibitors, primary screen, biochemical, plate reader, single point, HTS; inhibition, % at 9.99 µM; 7,8-diaminopelargonic acid synthase BioA (Mycobacterium tuberculosis); purified M. tuberculosis BioA enzyme; 360,000 tested, 0.096% active; AID 602481, 2012; in the data active means inhibition above about 40%; inconclusive means no clear call, values can overlap the other calls
# GDH-TPI counter = GDH-TPI coupling enzyme inhibitors, primary screen, artefact control for M. tuberculosis FBA inhibitor project, biochemical, absorbance, full deck; inhibition, % at 4.8 µM; GDH-TPI coupled enzyme counterscreen, NADH absorbance; AID 588335, 2011; 360,000 tested, 1.2% active;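 further: 0% = DMSO wells and 100% = wells lacking the enzyme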
# BoNT-F LC inh = BoNT/F light chain protease inhibitors, primary screen, biochemical, flow cytometry, MLPCN library; Botulinum neurotoxin type F light chain protease (Clostridium botulinum); Multiplex microsphere protease cleavage assay; inhibition, % at 10 µM; 360,000 tested, 0.22% active; in the data active means inhibition above about 35%, passing the limit was not always enough; inconclusive means no clear call, values can overlap the other calls; further: plate controls were buffer without enzyme for full effect and enzyme alone for no effect
# FadD28 binding = inhibitors of FadD28 bisubstrate probe binding, primary screen, biochemical, fluorescence polarization, single point. Mycobacterium tuberculosis FadD28 fatty-acid-AMP ligase. inhibition, % at 12.5 µM. 360,000 tested, 0.22% active. AID 588549, 2011; in the data active means inhibition above about 8.5%, passing the limit was not always enough; inconclusive means no clear call, values can overlap the other calls
# Mtb UGM inh = M. tuberculosis UGM enzyme inhibitors, primary screen, biochemical, fluorescence polarization, single point. UDP-galactopyranose mutase (Mycobacterium tuberculosis (strain ATCC 25618 / H37Rv)), …. purified UGM, fluorescence polarization probe displacement. inhibition, % at 10 µM. 320,000 tested, 0.06% active; in the data active means inhibition above about 10%, passing the limit was not always enough; inconclusive means no clear call, values can overlap the other calls
# Target sequence (P9WIQ1 whole entry, looked up): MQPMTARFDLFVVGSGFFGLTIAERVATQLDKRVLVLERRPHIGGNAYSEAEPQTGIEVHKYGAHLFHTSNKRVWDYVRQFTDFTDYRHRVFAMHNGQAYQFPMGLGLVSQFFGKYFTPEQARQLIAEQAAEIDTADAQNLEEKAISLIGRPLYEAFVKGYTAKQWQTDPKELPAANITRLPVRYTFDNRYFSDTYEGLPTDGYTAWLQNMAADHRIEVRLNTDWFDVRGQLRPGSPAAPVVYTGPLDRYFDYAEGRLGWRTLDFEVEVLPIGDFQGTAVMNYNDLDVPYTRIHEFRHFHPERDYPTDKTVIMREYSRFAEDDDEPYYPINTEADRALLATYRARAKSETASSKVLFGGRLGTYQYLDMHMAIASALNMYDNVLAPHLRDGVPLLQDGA
# BoNT A protease = BoNT/A light chain protease inhibitors, primary screen, biochemical, flow cytometry, MLPCN library. multiplex microsphere protease substrate cleavage. inhibition, % at 10 µM. Botulinum neurotoxin type A light chain protease (Clostridium botulinum A str. ATCC 3502). 360,000 tested, 0.17% active; in the data active means inhibition above about 30%; inconclusive means no clear call, values can overlap the other calls; further: plate controls were buffer without enzyme for full effect and enzyme alone for no effect
# Mtb FBA inh = Mtb FBA enzyme inhibitors, primary screen, biochemical, fluorescence, strain H37Rv; Fructose-bisphosphate aldolase (Mycobacterium tuberculosis (strain ATCC 25618 / H37Rv)), …; 360,000 tested, 2.3% active; purified M. tuberculosis FBA, fluorescence read-out; AID 588726, 2011; inhibition, % at 1 µM; in the data active means inhibition above about 27%;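 further: 0% = vehicle and 100% = reference inhibitor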
# Target sequence (P9WQA3 whole entry, looked up): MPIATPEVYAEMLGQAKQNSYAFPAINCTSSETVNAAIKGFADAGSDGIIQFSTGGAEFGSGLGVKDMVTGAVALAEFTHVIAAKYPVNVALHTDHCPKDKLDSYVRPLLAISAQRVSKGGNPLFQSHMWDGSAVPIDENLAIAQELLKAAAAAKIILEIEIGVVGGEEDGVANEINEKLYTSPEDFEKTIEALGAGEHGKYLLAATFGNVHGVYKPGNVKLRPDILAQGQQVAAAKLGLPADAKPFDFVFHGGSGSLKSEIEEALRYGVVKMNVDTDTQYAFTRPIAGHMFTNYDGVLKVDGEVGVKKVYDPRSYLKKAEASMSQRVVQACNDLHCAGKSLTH
# * = called active by the depositor; ? = inconclusive; . = not tested or not shown; & = joins results of further samples. Unless noted, no stated cut-off is given here; in the data, active means inhibition above about 30%; inactive means the rest.
# Below each compound – BoNT-F LC inh, Mtb UGM inh, GDH-TPI counter, PrPC surface inh, Mtb FBA inh, BoNT A protease, CCHFV vOTU inh, FadD28 binding, Mtb BioA inh
- CCc1ccc(NC(=O)c2nc(S(=O)(=O)Cc3ccccc3)ncc2Cl)cc1
→ 3, -2.5, 2, 64*, -7, 0.7, 14, -3.8, -1.8
- Cc1nn(C)c(Cl)c1NC(=O)OCc1ccc(F)cc1
→ 4, 1.1, 4, 4, 2, 1.6, 0, -1.5, .
- COc1ccc(C(=O)COC(=O)c2sccc2C)cc1OC
→ ., 0.5, 6, -4, -1, ., -3, -2.2, 0.3
- Cc1ccc(OCc2cc(C(=O)Nc3ccccc3)oc2C)cc1
→ -7, -2.9, -2, -1, 1, -1.0, -4, -6.7, .
- Cc1cc(C)c(S(=O)(=O)N(C)CC(=O)NCCN2CCOCC2)c(C)c1
→ 0, -1.9, -8, 7, -3, -0.9, 15, -4.4, -1.3
- CCN(CC)C(=O)C1CCCN(c2ccccc2[N+](=O)[O-])C1 (stereo not drawn)
→ -6, -1.9, 4, 9, 1, 0.7, -8, -0.6, .
- CCc1nc(SCC(=O)Nc2cc(C)on2)n[nH]1
→ -9, 0.3, 3, -2, -2, 0.2, -1, -3.1, -0.1
- Cc1ccc2nc(-c3ccc(NC(=O)C4CCCO4)cc3)[nH]c2c1 (stereo not drawn)
→ -13, 1.4, 21, 0, 14, 0.0, -11, -2.4, 0.0
- CCOC(=O)N1CCN(CCc2ccccc2)CC1
→ ?, 0.0, 0, -2, 2, -1.7, -7, -3.9, -0.6
- CCN1CCN(C(=O)COc2ccc3c(c2)C(=O)CC2(CCN(C(C)=O)CC2)O3)CC1
→ -3, -0.2, -6, -7, 33*, -0.2, -79, -2.6, .
- Cc1cc(NC(=S)NC(=O)/C=C/c2ccc(S(=O)(=O)N3CCOCC3)cc2)ccc1Br
→ -4, -1.9, -8, 2, 1, -1.3, -3, -3.1, .
- Cc1cc(C)c(C(N)=O)c(NC(=O)Nc2ccccc2Cl)n1
→ -3, -0.4, 9, -7, 2, 0.0, 4, -0.8, -1.8
- CC(C)(C)c1ccc(-c2nc(C#N)c(NCc3ccncc3)o2)cc1
→ -9, 0.7, 15, 3, 20, -2.2, -5, 1.6, -1.1
- O=C1c2ccccc2C(=O)N1CCCCc1cn(C[C@H]2CC[C@@H]([C@@H]3CC[C@H](Cn4cc(CCCCN5C(=O)c6ccccc6C5=O)nn4)O3)O2)nn1
→ 7, 0.8, 7, -2, -1, 0.5, 16, -0.7, -0.8
- COc1ccccc1-c1c(C)oc2c(CN3CCN(CCO)CC3)c(O)ccc2c1=O
→ -9, ., 14, -2, 176*, -0.2, -157, -1.5, .
- CCCN(C(=O)c1cc(C)ccc1C)c1c(N)n(Cc2ccccc2)c(=O)[nH]c1=O
→ -2, 0.7, -7, -2, -1, 0.6, 0, -4.0, 0.7
- COCCn1cnnc1SCC(=O)Nc1ccc(N2CCCCC2)cc1
→ ., 1.8, -3, -3, -1, ., 4, -3.2, -0.4
- CCN(CC)c1ncnc2c1ncn2[C@H]1CN(Cc2ccc(-c3ccccc3)cc2)C[C@@H](CO)O1
→ 2, ., -4, -6, -2, -0.4, 5, -2.5, 0.2
- CSc1nnc([C@H](Cc2c[nH]c3ccccc23)NC(=O)OC(C)(C)C)o1
→ 6, -1.0, -1, 4, 0, -0.2, -1, -0.7, .
- O=C(CCNC(=O)c1ccco1)Nc1ccc(OC(F)F)cc1
→ -2, -0.5, 7, 4, -1, -0.4, -3, -3.1, -0.7
- CCCOc1ccc(N2CC(C(=O)Nc3ccccc3C(=O)NC)CC2=O)cc1 (stereo not drawn)
→ -5, -3.3, -6, -3, -1, 0.2, -4, -2.7, -0.8
- Cc1ccc(S(=O)(=O)/N=C2/NC(=O)/C(=C/c3ccc(Br)o3)S2)cc1
→ -2, 2.4, 16, 5, -1, -0.9, 36*, 3.0, .
- CC(=O)Nc1cccc(CCc2nc3ccccc3[nH]2)c1
→ 5, -0.3, 10, -1, 1, -1.1, 3, -2.5, 0.3
- Cc1cc(S(=O)(=O)N2CCCCC2CCNC(=O)C(=O)NCCN2CCOCC2)ccc1F (stereo not drawn)
→ -3, ., 9, 4, -1, 0.1, -9, 0.0, 0.7
- Cc1ccc(-c2cc(C(=O)Nc3ccccc3C)c3ccccc3n2)o1
→ -3, 1.4, -5, -2, 2, 1.5, -1, -2.2, .
- Cc1ccc(-n2c(C)cc(/C=N/NC(=O)CC3(C)OCCO3)c2C)cc1
→ -13, -1.6, 13, -3, -2, 1.8, 9, 0.5, -2.6
- NC1=NC(=O)N2CC12 (stereo not drawn)
→ -1, ., -3, -3, 0, 0.1, 3, -2.2, .
- O=C(NCCc1ccccc1)c1c(O)c2cccc3c2n(c1=O)CC3
→ 2, -1.9, 19, -2, 1, -0.6, 1, -18, .
- CCCCCC1CC(CC(=O)Nc2nncs2)C(=O)O1 (stereo not drawn)
→ 10, -1.0, 1, 1, -7, -0.5, 4, 2.7, -0.5
- CCC(=O)Nc1cc(C(=O)OCc2ccc(C(=O)Oc3ccccc3)cc2)ccc1C
→ 0, 0.0, 1, 7, 0, 0.1, -17, -3.5, .

# The closing 4 compounds of the part before lead into the next:
# Below each compound – BoNT-F LC inh, Mtb UGM inh, GDH-TPI counter, PrPC surface inh, Mtb FBA inh, BoNT A protease, CCHFV vOTU inh, FadD28 binding, Mtb BioA inh
- NC1=NC(=O)N2CC12 (stereo not drawn)
→ -1, ., -3, -3, 0, 0.1, 3, -2.2, .
- O=C(NCCc1ccccc1)c1c(O)c2cccc3c2n(c1=O)CC3
→ 2, -1.9, 19, -2, 1, -0.6, 1, -18, .
- CCCCCC1CC(CC(=O)Nc2nncs2)C(=O)O1 (stereo not drawn)
→ 10, -1.0, 1, 1, -7, -0.5, 4, 2.7, -0.5
- CCC(=O)Nc1cc(C(=O)OCc2ccc(C(=O)Oc3ccccc3)cc2)ccc1C
→ 0, 0.0, 1, 7, 0, 0.1, -17, -3.5, .
- CC(=O)Nc1ccc(S(=O)(=O)NCCC(=O)OC(C)C(=O)c2ccc(C)cc2)cc1 (stereo not drawn)
→ -2, 6.6, -6, 1, 1, -0.2, -8, -1.8, 8.2
- CCN(CC)S(=O)(=O)c1cccc(C(=O)OCC(=O)c2ccc3c(c2)OCCO3)c1
→ -1, 3.4, -9, -1, -1, 0.6, 2, ?, 2.4
- CCCCCCc1c(C)[nH]c2nc3ccccc3n2c1=O
→ -6, 1.7, 3, -7, 0, -7.4, -20, -0.5, .
- O=C(OCC(=O)N1CCN(c2ccccc2)CC1)c1ccc2ccccc2n1
→ 1, -1.1, 6, 8, 2, 2.6, -13, 1.5, -1.5
- Cc1cc(C)c(NC2=NCCCS2)c(C)c1
→ 4, 1.7, 10, 2, -9, 1.1, -1, -2.4, -1.0
- S=c1[nH]nc(-c2cccc3ccccc23)n1-c1cccnc1
→ 1, 0.3, 3, 6, 0, 1.6, 16, 0.1, -0.9
- CCn1nc(CC(C)C)cc1C(=O)N1CCCC(Nc2ccc(F)cc2)C1 (stereo not drawn)
→ -9, 2.1, -2, -4, 4, 0.2, -5, 1.6, 3.8
- Cc1csc(C(=O)NCC(=O)NNC(=O)c2cccc(Cl)c2)c1
→ 0, -3.7, 3, -4, 3, 1.2, 4, 0.4, -3.4
- O=C(Cc1cccs1)N1CCN=C1SCc1cccc(F)c1
→ 2, -1.9, 4, 2, 2, 0.0, 6, -3.5, -0.7
- Cc1ccc(C)c(NC2=C(Cl)C(=O)OC2OC(=O)c2ccco2)c1 (stereo not drawn)
→ -3, 2.2, 2, 2, 1, 0.4, -6, -6.9, 2.0
- COc1ccccc1CNC(=O)c1sccc1-c1ccccc1
→ 0, 0.2, 5, 4, -1, 2.0, -11, -1.4, 1.1
- Cc1nc(-c2ccc(S(=O)(=O)Oc3ccc(Cl)cc3Cl)s2)cs1
→ ?, -3.0, 5, -23, -1, 0.3, 14, -4.0, -1.1
- Cc1cc(C)n2cc(CSc3nnc(-c4ccccc4)o3)nc2n1
→ 3, -0.8, 3, 3, 9, 0.2, 10, -3.0, 2.8
- O=C(COC(=O)Cc1ccc(F)cc1)NC(=O)c1ccccc1
→ ., 1.4, 2, 6, -1, ., -1, -2.0, -1.1
- Cc1ccc(C(=O)CCC(=O)Nc2ncccc2C)cc1
→ -2, 2.1, 15, -3, 3, -0.3, 13, -1.5, -2.6
- CCOC(=O)C1=C(C)Nc2nc3ccccc3n2C1c1ccc(O)cc1 (stereo not drawn)
→ 0, 0.3, 2, -1, 0, 0.1, -1, -3.2, 0.8
- COc1ccc(NC(=S)N(Cc2cccc(Br)c2)CC2CCC(C(=O)O)CC2)cc1 (stereo not drawn)
→ -8, -0.7, -2, -7, 1, -1.3, -7, 1.3, 2.3
- COCc1nnc(NS(=O)(=O)c2ccc(C)cc2)s1
→ -7, 1.6, -5, -4, -3, 0.0, -4, -0.1, -1.4
- O=C(CCCl)Nc1ccc(S(=O)(=O)NCc2ccco2)cc1
→ -11, 0.6, 6, 7, -1, -0.3, -2, 0.6, -0.6
- O=C(NCCc1ccccc1)c1cccc(NC(=O)C2CCCC2)c1
→ -3, ., 4, 6, 0, -0.4, 9, -2.2, -0.7

# An excerpt from above, limited to CCHFV vOTU inh, BoNT A protease and Mtb UGM inh.
SMILES | CCHFV vOTU inh | BoNT A protease | Mtb UGM inh
CCCN(C(=O)c1cc(C)ccc1C)c1c(N)n(Cc2ccccc2)c(=O)[nH]c1=O | 0 | 0.6 | 0.7
COCc1nnc(NS(=O)(=O)c2ccc(C)cc2)s1 | -4 | 0.0 | 1.6
Cc1ccc(-n2c(C)cc(/C=N/NC(=O)CC3(C)OCCO3)c2C)cc1 | 9 | 1.8 | -1.6

# Next records follow.
# Below each compound – BoNT-F LC inh, Mtb UGM inh, GDH-TPI counter, PrPC surface inh, Mtb FBA inh, BoNT A protease, CCHFV vOTU inh, FadD28 binding, Mtb BioA inh
- COc1ccc(C2C(C(=O)N3CCCCC3)CCC(=O)N2c2cc(OC)c(OC)c(OC)c2)cc1 (stereo not drawn)
→ 1, -0.6, -1, ., -3, -0.5, ., -0.3, .
- O=C(Nc1ccc2c(c1)OCO2)C1CCCN1C(=O)Nc1ccccc1F (stereo not drawn)
→ 2, 1.0, 16, 1, 2, 0.5, -7, 0.2, .
- CCOc1ccc(S(=O)(=O)N2CCN(C(=O)C3CCC3)CC2)cc1
→ -6, -0.3, -9, 3, 0, -0.5, 1, 0.3, .
- Cc1ccc(C(=O)CSc2nnc(-c3ccccc3)n2-c2ccccc2)o1
→ 1, -0.2, 6, 0, 1, ?, -11, -3.0, .
- Cc1onc(-c2ccccc2Cl)c1C(=O)NCCN1CCOCC1
→ -12, -0.4, 1, 6, 3, -0.4, -1, -1.5, .
- C=CCn1c(COc2ccc(F)cc2)nnc1SCC(=O)NC1CCCC1
→ 10, -1.2, -6, -10, -2, 2.7, 7, -4.4, 5.3
- Cc1cccc(NC(=O)c2cc(Cl)ccc2[N+](=O)[O-])c1
→ 4, 4.9, -10, -19, 3, 1.4, -13, -4.4, 0.3
- C[C@H]1CN([C@@H](C)CO)C(=O)Cc2cc(NC(=O)Cn3cnnn3)ccc2O[C@H]1CN(C)Cc1ccncc1
→ -4, -0.7, -9, 6, 0, -0.5, 19, -2.9, -1.2&-0.6
- Cc1c(C(=O)Nc2ccccc2)c2cc(O)ccc2n1Cc1ccccc1
→ ?, 2.2, 11, 6, -3, -0.7, -9, -2.4, 5.8
- O=C(COC(=O)Cn1cc(C(F)(F)F)ccc1=O)NCc1ccccc1
→ -21, ., -2, -7, 1, -5.3, -6, -3.0, -0.4

# Compound activity deposited in PubChem BioAssay by several laboratories.
